Bim-Bcl-B – disrupts Bim peptide binding to human Bcl-B; Q9HD36; 0.073% of 190,000 active; inhibition, % at 10 µM; bead-based flow cytometry; AID 951;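 note: 0% = tracer peptide without compound and 100% = reference inhibitor peptide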
ABCG2 inh – blocks JC-1 efflux by human ABCG2 transporter. inhibition, % at 6.6 µM. 0.1% of 190,000 active. Q9UNQ0. IgMXP3 cells, flow cytometry. AID 1325;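 active = inhibition above 80%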;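 note: 0% = DMSO and 100% = nicardipine control wells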
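Test system: IgMXP3 (ABCG2) plus far-red-tagged CCRF-Adr (ABCB1) cells / Amount: 3 million cells/mL in well / Reagent: JC-1 transporter substrate / Timing: 10 min compound exposure, 25 °C / Signal: flow cytometry, 530 nm JC-1 signal / Read-out: percent efflux inhibition, scaled nicardipine 100% to DMSO 0% / Benchmarks: nicardipine as high control, DMSO as low control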
Bfl-1 Bim block – inhibitors of Bim-Bfl-1 interaction, human; Q16548; Bead-based flow cytometry, Bim-Bfl-1 binding inhibition; inhibition, % at 10 µM; 0.12% of 190,000 active; AID 1008;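 note: 0% = wells without compound plus tracer and 100% = blocker peptide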
Mcl-1 Bim block – disrupts Bim peptide binding to human Mcl-1; Q07820; Bead-based flow cytometry, Bim peptide-Mcl-1 binding; inhibition, % at 10 µM; 0.1% of 190,000 active;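 note: 0% = no compound tracer wells and 100% = peptide blocker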
RGS4-Gao reg – human RGS4-Galphao interaction regulation. P09471. Multiplexed bead flow cytometry, RGS4-Galphao binding; actives lie on both sides. binding response (% of control), % at 10 µM. 0.33% of 220,000 active; in the data active = binding response below about 49% or above about 150%; inactive = in between;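 note: fluorescent Galphao activated with aluminum fluoride binding bead-coupled RGS4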
Target sequence (P09471 whole entry, looked up): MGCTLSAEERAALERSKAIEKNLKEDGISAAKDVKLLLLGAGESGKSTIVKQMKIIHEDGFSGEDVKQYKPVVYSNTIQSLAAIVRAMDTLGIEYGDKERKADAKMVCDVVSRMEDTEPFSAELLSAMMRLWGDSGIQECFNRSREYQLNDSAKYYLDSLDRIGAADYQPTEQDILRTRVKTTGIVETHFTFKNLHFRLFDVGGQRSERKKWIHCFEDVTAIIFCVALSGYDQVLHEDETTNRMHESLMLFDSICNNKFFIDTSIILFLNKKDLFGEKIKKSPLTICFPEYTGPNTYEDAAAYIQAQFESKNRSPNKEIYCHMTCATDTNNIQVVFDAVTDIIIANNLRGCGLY
ABCB1 block – inhibitors of human ABCB1 transporter, ABCG2 counter-screen. CCRF-Adr cells, JC-1 efflux, flow cytometry. 0.067% of 190,000 active. P08183. AID 1326. inhibition, % at 6.6 µM; in the data active = inhibition above about 40%;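 note: 0% = vehicle and 100% = reference inhibitor; higher value means more JC-1 retained so stronger ABCB1 efflux block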
RGS7-Gao – regulators of human RGS7-Galphao interaction; P09471; Multiplexed bead flow cytometry, RGS7-Galphao binding; actives lie on both sides; binding response (% of control), % at 10 µM; 0.35% of 220,000 active; AID 1439; in the data active = binding response below about 49% or above about 150%; inconclusive = no clear call, values can overlap the other calls; inactive = in between;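 note: fluorescent Galphao held in activated GDP-AlF4 state binding bead-coupled RGS7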
RGS8-Gao – regulators of human RGS8-Galphao interaction | 0.34% of 220,000 active | response (percent of control binding), % at 10 µM | P09471 | multiplexed bead flow cytometry, RGS8-Galphao binding; actives lie on both sides; in the data active = response below about 60% or above about 140%; inactive = in between;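 note: Galphao activated as the GDP aluminium fluoride complex binding bead-coupled RGS8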
Bcl-XL Bim block – human Bim-Bcl-XL interaction inhibition; inhibition, % at 10 µM; Q07817; 0.04% of 190,000 active; AID 1007; Bim peptide-Bcl-XL binding, bead flow cytometry, fluorescence
Target sequence (Q07817 whole entry, looked up): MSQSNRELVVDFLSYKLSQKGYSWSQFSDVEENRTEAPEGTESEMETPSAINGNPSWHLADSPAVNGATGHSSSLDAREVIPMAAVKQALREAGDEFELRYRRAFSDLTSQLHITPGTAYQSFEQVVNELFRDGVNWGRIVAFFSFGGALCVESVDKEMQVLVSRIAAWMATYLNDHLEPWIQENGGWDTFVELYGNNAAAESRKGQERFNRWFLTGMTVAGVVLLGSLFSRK
Bcl-2 Bim block – disrupts Bim peptide binding to human Bcl-2 | P10415 | Bead-based flow cytometry, Bim peptide-Bcl-2 binding | inhibition, % at 10 µM | 0.06% of 190,000 active | AID 950; in the data active = inhibition above about 40%; inconclusive = no clear call, values can overlap the other calls;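 note: 0% = no compound wells with probe peptide and 100% = reference peptide inhibitor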
Target sequence (P10415 whole entry, looked up): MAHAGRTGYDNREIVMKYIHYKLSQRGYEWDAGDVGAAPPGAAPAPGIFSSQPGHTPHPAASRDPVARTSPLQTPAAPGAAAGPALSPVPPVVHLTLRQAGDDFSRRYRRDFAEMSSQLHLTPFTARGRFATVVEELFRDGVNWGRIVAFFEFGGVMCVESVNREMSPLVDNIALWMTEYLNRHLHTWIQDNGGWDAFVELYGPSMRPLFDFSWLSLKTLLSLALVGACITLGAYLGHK
Bcl-W Bim block – human Bim-Bcl-W interaction inhibition; bead-based flow cytometry, Bim peptide-Bcl-W binding; inhibition, % at 10 µM; 0.02% of 190,000 active;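 note: 0% = bound tracer without compound and 100% = peptide blocker; higher means less fluorescent Bim peptide bound to Bcl-W beads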
Target sequence (Q92843 whole entry, looked up): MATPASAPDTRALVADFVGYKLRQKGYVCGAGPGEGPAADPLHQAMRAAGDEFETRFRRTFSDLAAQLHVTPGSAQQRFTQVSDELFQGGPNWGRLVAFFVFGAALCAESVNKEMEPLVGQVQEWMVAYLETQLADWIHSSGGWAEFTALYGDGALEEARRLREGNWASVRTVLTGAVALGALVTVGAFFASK
* = called active by the depositor; ? = inconclusive; · = no result given. Cut-off read from the data, not from the text of the source, unless noted: active = inhibition above about 40%. Compounds were not picked by outcome. About 0.94% of those tested had a hit in this group.

cpd | molecule | Bim-Bcl-B | ABCG2 inh | Bfl-1 Bim block | Mcl-1 Bim block | RGS4-Gao reg | ABCB1 block
1 | O=C(c1ccco1)N1CCN(c2nc(C3CC3)nc3c2nnn3Cc2ccccc2Cl)CC1 | · | 9 | · | · | 100 | 4.0
2 | Cc1cc(C)n2c(SCc3ccc(Cl)cc3Cl)nnc2n1 | -6 | 20 | -15 | -4 | 100 | 2.0
3 | CCN(CC)CCNC(=O)C1CCC(=O)N(c2ccc(OC)cc2)C1c1ccc(F)cc1 (stereo not drawn) | 0 | 1 | -1 | 0 | 102 | 0.3
4 | CCOC(=O)c1sc(NC(=O)CSc2nc(-c3ccco3)cc(C(F)(F)F)n2)c(C(=O)OC)c1C | -9 | 3 | -16 | 0 | 90 | 1.6
5 | CC(=O)N1CCC(=NNc2ccc(S(=O)(=O)N3CCOCC3)cc2[N+](=O)[O-])CC1 | 2 | 1 | 12 | -2 | 101 | 0.4
6 | Cn1c(=O)oc2cc(S(=O)(=O)Nc3cccc4c3CCCC4)ccc21 | 22 | 10 | 2 | 0 | 80 | 4.8
7 | Cc1ccc(C)c(N2CCN(CCCNC(=O)Cn3cc4c(n3)CCC(C)C4)CC2)c1 (stereo not drawn) | -10 | 6 | -11 | -3 | 99 | 1.6
8 | CCCCC(=O)NC(c1ccc(OC)c(OC)c1)c1c(O)ccc2ccccc12 (stereo not drawn) | -4 | 4 | -8 | -1 | 98 | 1.8
9 | CC1(C)Cc2cccc(OCC(=O)N3CCN(S(=O)(=O)c4ccccc4F)CC3)c2O1 | -8 | 39 | -16 | -1 | 98 | 0.9
10 | CCOC(=O)c1c(C)cccc1OCC(N)=O | -6 | 8 | -16 | -2 | 98 | 0.7
11 | Cc1cc(/C=N/NC(N)=O)c(C)n1-c1ccc(F)cc1 | 0 | 1 | 0 | 0 | 99 | -0.1
12 | Cc1cc(OC(=O)c2ccco2)c2c(C)cc(=O)oc2c1 | -8 | 33 | -18 | -2 | 103 | -0.1
13 | CCN(CC)c1ccc(NC(=O)c2ccc(Br)o2)cc1 | -9 | 57 | -3 | -9 | 98 | 0.1
14 | O=C(Nc1ccc(Br)cc1)c1ccc(F)c(S(=O)(=O)N2CCN(c3ccccn3)CC2)c1 | -4 | 0 | -3 | 0 | 104 | 0.0
15 | O=C(CCl)Nc1nc(-c2ccco2)c(-c2ccco2)s1 | 4 | 8 | 17 | 5 | 97 | -1.1

cpd | RGS7-Gao | RGS8-Gao | Bcl-XL Bim block | Bcl-2 Bim block | Bcl-W Bim block
1 | 101 | 99 | · | ? | ·
2 | 102 | 100 | -4 | -7 | -4
3 | 102 | 102 | -4 | -2 | -1
4 | 86 | 96 | -4 | -10 | 0
5 | 100 | 100 | 3 | 12 | 1
6 | 89 | 82 | -1 | -2 | 0
7 | 98 | 101 | -10 | -11 | -9
8 | 95 | 98 | -6 | -11 | -3
9 | 100 | 100 | -6 | -10 | -7
10 | 102 | 100 | -7 | -4 | 0
11 | 100 | 98 | 0 | -2 | 0
12 | 101 | 103 | -10 | -11 | 0
13 | 101 | 97 | -9 | -3 | -4
14 | 103 | 104 | -1 | -1 | -3
15 | 98 | 102 | 2 | 8 | 5

Profiles from above. Values in the order: Bim-Bcl-B	ABCG2 inh	Bfl-1 Bim block	Mcl-1 Bim block	RGS4-Gao reg	ABCB1 block	RGS7-Gao	RGS8-Gao	Bcl-XL Bim block	Bcl-2 Bim block	Bcl-W Bim block
`CC(=O)N1CCC(=NNc2ccc(S(=O)(=O)N3CCOCC3)cc2[N+](=O)[O-])CC1` as listed: 2	1	12	-2	101	0.4	100	100	3	12	1
`CCCCC(=O)NC(c1ccc(OC)c(OC)c1)c1c(O)ccc2ccccc12` (stereo not drawn) as listed: -4	4	-8	-1	98	1.8	95	98	-6	-11	-3
`CCN(CC)c1ccc(NC(=O)c2ccc(Br)o2)cc1` as listed: -9	57	-3	-9	98	0.1	101	97	-9	-3	-4
`CCOC(=O)c1c(C)cccc1OCC(N)=O` as listed: -6	8	-16	-2	98	0.7	102	100	-7	-4	0
`O=C(Nc1ccc(Br)cc1)c1ccc(F)c(S(=O)(=O)N2CCN(c3ccccn3)CC2)c1` as listed: -4	0	-3	0	104	0.0	103	104	-1	-1	-3

The results go on.
cpd | molecule | Bim-Bcl-B | ABCG2 inh | Bfl-1 Bim block | Mcl-1 Bim block | RGS4-Gao reg | ABCB1 block
16 | O=C(Nc1ccc2c(c1)OCO2)C1CCCN(S(=O)(=O)c2cccs2)C1 (stereo not drawn) | 0 | 0 | 4 | 0 | 103 | 0.0
17 | O=C(O)c1ccc(/C=N/Nc2nnnn2-c2ccccc2)cc1 | 10 | 2 | 10 | 5 | 94 | 0.2
18 | COc1ccc(N2C(=O)CC(c3ccc(OC(C)C)cc3)C2=O)cc1 (stereo not drawn) | -7 | 3 | -10 | -1 | 100 | 0.6
19 | COc1ccc(Nc2nc(C)c(-c3ccccc3)s2)cc1 | -13 | 3 | -9 | -4 | 103 | 0.3
20 | CCn1c(/C(C#N)=C(\O)CCc2ccccc2)nc2ccccc21 | -13 | 12 | -21 | -5 | 102 | -1.0
21 | NC(=O)COc1cccc2cccnc12 | 0 | 2 | -1 | 1 | 102 | 0.2
22 | CC(C)(C)CC(=O)Nc1nn[nH]n1 | -4 | 17 | 0 | -1 | 88 | 1.6
23 | Cc1ccc(N2C(=O)C3C(C2=O)C2C=CC3C23CC3)cc1 (stereo not drawn) | -7 | 5 | -11 | -1 | 99 | 0.4
24 | S=C1N(c2ccccc2)C(c2ccc(Cl)cc2)N2CCCN12 (stereo not drawn) | -1 | 2 | -2 | -2 | 112 | 0.5
25 | CCN(CC)CCN1C(=O)C(=O)/C(=C(/O)c2cccc(OC)c2)C1c1ccccn1 (stereo not drawn) | -2 | 0 | 0 | -2 | 98 | 0.3
26 | O=C(CCN1CCCCC1c1cccnc1)NCc1ccccc1 (stereo not drawn) | -5 | 1 | -12 | -2 | 108 | 0.5
27 | COc1ccc(CCNC(=O)CCNC(=O)c2ccc(Cl)cc2)cc1OC | -9 | 38 | -12 | -3 | 103 | -0.5
28 | O=C(c1ccc(F)cc1)c1c[nH]c(C(=O)NCCCN2CCOCC2)c1 | -6 | 6 | -15 | -3 | 100 | 0.6
29 | Cc1ccc(S(=O)(=O)Cc2ccc(C(=O)NCCCN3CCN(C)CC3)o2)cc1 | -3 | 2 | -1 | 1 | 99 | 0.6
30 | CCCCn1c(SCC(=O)OCC)nnc1-c1ccoc1C | -10 | 1 | -13 | 0 | 101 | 0.1

cpd | RGS7-Gao | RGS8-Gao | Bcl-XL Bim block | Bcl-2 Bim block | Bcl-W Bim block
16 | 102 | 100 | -1 | 1 | 1
17 | 88 | 86 | 7 | 8 | 8
18 | 100 | 101 | -6 | -7 | 1
19 | 101 | 100 | -10 | -7 | -5
20 | 100 | 100 | -12 | -10 | -4
21 | 104 | 101 | 0 | -2 | 2
22 | 89 | 100 | -3 | 3 | 0
23 | 102 | 102 | -6 | -11 | -1
24 | 108 | 104 | 1 | 0 | -2
25 | 101 | 103 | -5 | 0 | -7
26 | 105 | 103 | -19 | -9 | -2
27 | 104 | 102 | -5 | -6 | -4
28 | 101 | 101 | -4 | -6 | 0
29 | 94 | 100 | -2 | -1 | -2
30 | 102 | 98 | -5 | -5 | -1

Next compounds.
cpd | molecule | Bim-Bcl-B | ABCG2 inh | Bfl-1 Bim block | Mcl-1 Bim block | RGS4-Gao reg | ABCB1 block
31 | CCn1c(SCC(=O)Nc2ccc(NC(=O)c3ccco3)c(OC)c2)nc2ccccc2c1=O | -12 | 1 | -14 | -1 | 100 | 0.6
32 | CC(C)COc1ccc(CSCCNC(=S)Nc2ccccc2)cc1 | -15 | 3 | -13 | -3 | 102 | 0.1
33 | O=C(C1=C[C@H](c2ccc(C(F)(F)F)cc2)C[C@H](OCc2ccc(CO)cc2)O1)N1CCN(Cc2ccc3c(c2)OCO3)CC1 | -4 | 5 | -3 | 0 | 101 | 2.1
34 | CCCNC(=O)Nc1nccs1 | -9 | 0 | -19 | -1 | 101 | 0.5
35 | N#Cc1c(-c2ccccc2)c(C#N)c2nc3ccccc3n2c1N | 0 | 1 | 0 | 2 | 104 | 0.0
36 | CCOCCCNC(=O)C(NC(=O)c1ccc(NC(C)=O)cc1)c1ccc(OC)cc1 (stereo not drawn) | 0 | 3 | 1 | 0 | 131 | 1.4
37 | CC(C)(C)c1ccc(OCCC(=O)NC2=NCCS2)cc1 | -9 | 0 | -11 | 0 | 96 | 0.0
38 | Cc1ccc(Cn2nnnc2CN2CCC(O)(c3cccnc3)CC2)cc1 | -1 | 1 | -2 | 0 | 102 | 0.3
39 | Cc1ccc(SCCNC(=S)Nc2cc(C)ccc2C)cc1 | -1 | 8 | 0 | -2 | 99 | 1.8
40 | Cn1cnc2c1c(=O)n(Cc1c(Cl)cccc1Cl)c(=O)n2C | -2 | 1 | 0 | -1 | 103 | 0.5
41 | CCn1ccc(=N)cc1 | -1 | 4 | -2 | -2 | 106 | 0.6
42 | O=C(O)c1cccc(Oc2ccc([N+](=O)[O-])cc2)c1 | 4 | · | -5 | 2 | 89 | ·
43 | Cc1ccc(S(=O)(=O)NC2CCCC(C(=O)O)C2)cc1 (stereo not drawn) | -4 | 4 | -16 | -2 | 101 | 1.0
44 | O=C(CCC(=O)Nc1nnc(C2CCCCC2)s1)NCC1CCCO1 (stereo not drawn) | -1 | 3 | -3 | -4 | 115 | 0.6
45 | O=C(Cc1ccc([N+](=O)[O-])cc1)N1CCc2ccccc2C1 | -7 | 7 | -1 | -6 | 100 | 1.2
46 | Nc1nnc(SCC(=O)OCc2ccc(F)cc2)s1 | -5 | 1 | -5 | -6 | 101 | 0.0
47 | O=C(Cn1c2c(c(-c3ccccc3)cc1=O)CCCC2)N1CCCCCC1 | -7 | 5 | 0 | -4 | 105 | 0.4

cpd | RGS7-Gao | RGS8-Gao | Bcl-XL Bim block | Bcl-2 Bim block | Bcl-W Bim block
31 | 100 | 102 | -3 | -13 | 3
32 | 105 | 102 | 0 | -13 | -4
33 | 109 | 103 | -3 | -2 | -1
34 | 105 | 101 | -5 | -11 | -2
35 | 99 | 105 | -1 | 0 | 0
36 | 123 | 105 | -2 | 0 | 1
37 | 93 | 102 | -6 | -1 | 0
38 | 99 | 102 | -1 | -3 | -1
39 | 91 | 101 | -5 | -4 | -5
40 | 101 | 105 | -1 | -4 | 0
41 | 107 | 113 | 0 | -3 | -1
42 | 90 | 81 | 5 | -2 | 3
43 | 97 | 98 | -5 | -11 | 0
44 | 111 | 110 | -2 | 0 | -2
45 | 101 | 100 | -8 | -3 | -5
46 | 106 | 102 | -6 | -6 | -6
47 | 103 | 103 | -7 | -2 | -3
